# SENP6 inh – blocks the human protease SENP6 | Q9GZR1 | Recombinant SENP6 catalytic domain, aminoluciferin luminescence | inhibition, % at 10 µM | 1.8% of 330,000 active | AID 2599;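 active means inhibition above about 50% at the single tested dose, limit read from the data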;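 further: plate controls were DMSO wells with enzyme for no effect and DMSO wells lacking enzyme for full effect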
# beta cell repl – induces beta-cell replication in MIN6 cells | MIN6 cells proliferation, ATPlite luminescence, 48 h; cells starved in 0.2% serum; 100% = growth in 10% serum | proliferation, % at 10 µM | 0.29% of 330,000 active | AID 2380;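 active means compounds whose signal lies at least 3.5 SD above the mean of all wells on their plate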;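 further: 0% = DMSO-treated cells in low-serum medium and 100% = 10% serum control; some compounds called inactive have numbers as strong as hits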
# HKDC1 inh – HKDC1 (human) hexokinase inhibition | 0.16% of 340,000 active | recombinant HKDC1, G6PDH/diaphorase resazurin coupled fluorescence | AID 493160 | inhibition, % at 20 µM | Q2TB90;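 active means inhibition above about 35% when tested at 20 µM, limit read from the data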;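 further: plate controls were DMSO wells with enzyme for no effect and DMSO wells lacking enzyme for full effect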
#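 Incubation: 90 min at room temperature in dark / Material: recombinant HKDC1 (HK5) hexokinase enzyme, produced in-house / Quantity: enzyme 5 µg/mL final / Compound: one dose of 20 µM, 1% DMSO / Reagent: glucose and ATP substrates / Buffer or medium: Tris pH 8.0 buffer with MgCl2, Tween-20, BSA, BME / Technique: resorufin fluorescence at 613 nm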
# PfGluPho inh – PfG6PD (Plasmodium falciparum) enzyme inhibition | PfGluPho enzyme, NADPH resazurin-diaphorase fluorescence | inhibition, % at 20 µM | 0.78% of 350,000 active | AID 504690;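 active means inhibition reaching at least a set limit at 20 µM in the primary screen, cut at about 59% in these data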;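 further: 0% = DMSO wells with substrate and 100% = DMSO wells lacking glucose-6-phosphate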
# SENP7 block – inhibitors of human SENP7 protease. Q9BQF6. recombinant SENP7, Z-RLRGG-aminoluciferin luminescence, 40 min. inhibition, % at 5 µM. 1.5% of 330,000 active;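 active means inhibition above about 50% at the single test dose, limit read from the data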;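 further: plate controls were DMSO with enzyme for no effect and no enzyme buffer wells for full effect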
# Target sequence (Q9BQF6 706-1050 limits assumed): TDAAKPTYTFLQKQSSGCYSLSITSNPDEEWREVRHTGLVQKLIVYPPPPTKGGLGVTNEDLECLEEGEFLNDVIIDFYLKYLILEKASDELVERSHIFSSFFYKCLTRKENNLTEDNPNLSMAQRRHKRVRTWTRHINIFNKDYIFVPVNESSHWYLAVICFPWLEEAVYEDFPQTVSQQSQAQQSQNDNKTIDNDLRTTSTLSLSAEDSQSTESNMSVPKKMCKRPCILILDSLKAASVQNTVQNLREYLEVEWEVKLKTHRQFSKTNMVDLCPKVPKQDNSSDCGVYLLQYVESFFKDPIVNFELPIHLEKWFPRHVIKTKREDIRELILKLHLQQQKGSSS
# SENP1 FRET inh – SENP1 (human) catalytic domain inhibition; Q9P0U3; recombinant SENP1 catalytic domain, CyPet-SUMO1-YPet FRET cleavage; inhibition, % at 10 µM; 0.21% of 360,000 active;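 active means inhibition at least 30% at 10 µM, raw YFP signal under a set limit, fluorescence ratio 0.5 to 1.5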;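 further: 0% = enzyme with DMSO and 100% = no enzyme wells; some results filed as inactive read as strong as hits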
# Target sequence (Q9P0U3 419-644 limits assumed): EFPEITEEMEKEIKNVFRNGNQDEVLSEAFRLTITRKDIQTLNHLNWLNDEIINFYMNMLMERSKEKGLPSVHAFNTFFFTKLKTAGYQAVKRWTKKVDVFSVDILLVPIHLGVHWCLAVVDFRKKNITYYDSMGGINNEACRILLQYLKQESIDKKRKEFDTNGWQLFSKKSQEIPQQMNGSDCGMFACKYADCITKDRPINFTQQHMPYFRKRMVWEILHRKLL
#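 Material – human SENP1 catalytic domain · Input – SENP1 enzyme, 20 pM final · Compound dosing – single concentration of 10 µM compound, 0.5% DMSO final · Timing – enzyme reaction for 50 min at room temperature, dark · Measured by – FRET fluorescence in CFP and YFP emission channels · Control set – no-enzyme wells low, DMSO-plus-enzyme wells high control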
# SENP8 block-1 – SENP8 (human) protease inhibition. Q96LD8. AID 602440. recombinant SENP8, Nedd8 substrate fluorescence. inhibition, % at 20 µM. 0.64% of 360,000 active; in the data active means inhibition mostly above about 40%, no sharp cut-off; inactive means mostly below about 27%
# Target sequence (Q96LD8 whole entry, looked up): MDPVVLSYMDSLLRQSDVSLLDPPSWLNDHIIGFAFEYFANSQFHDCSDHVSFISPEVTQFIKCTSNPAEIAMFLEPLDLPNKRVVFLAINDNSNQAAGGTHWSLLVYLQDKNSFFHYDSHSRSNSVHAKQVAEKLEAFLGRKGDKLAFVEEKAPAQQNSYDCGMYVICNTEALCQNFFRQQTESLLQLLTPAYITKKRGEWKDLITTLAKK
# UBC13 inh – human UBC13 polyubiquitination inhibition; UBC13 polyubiquitin chain formation, TR-FRET; P61088; 0.47% of 330,000 active; inhibition, % at 20 µM; in the data active means inhibition above about 45%, passing the limit was not always enough
# Target sequence (P61088 whole entry, looked up): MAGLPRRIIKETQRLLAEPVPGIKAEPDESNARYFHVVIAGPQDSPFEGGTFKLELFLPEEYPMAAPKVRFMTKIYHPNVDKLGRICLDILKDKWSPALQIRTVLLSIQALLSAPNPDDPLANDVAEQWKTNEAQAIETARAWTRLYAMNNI
# SENP8 block-2 – SENP8 protease inhibition | Q96LD8 | purified SENP8, Z-RLRGG-aminoluciferin cleavage, luminescence | inhibition, % at 10 µM | 1.2% of 330,000 active | AID 2540; in the data active means inhibition above about 50%
# * hit, by the source's call; x = not tested or not shown; & = joins results of further samples.
SMILES,SENP6 inh,beta cell repl,HKDC1 inh,PfGluPho inh,SENP7 block,SENP1 FRET inh,SENP8 block-1,UBC13 inh,SENP8 block-2
COc1ccc(CCNC(=O)COc2ccc(S(=O)(=O)NCC(C)C)cc2Cl)cc1OC,-3,-3,0,-2,10,-1,11,5,-2
COc1ccccc1CNC(=O)CN1C(=O)NC(C)(c2ccc(C(C)(C)C)cc2)C1=O (stereo not drawn),-15,-2,1,12,5,-6,17,4,-5
CNC(=O)c1ccccc1F,-7,0,-7,-18,-2,0,11,1,-1
O=C(NCC1CCCO1)c1nn2c(c1Cl)NC(c1ccc(F)cc1)CC2C(F)(F)F (stereo not drawn),x,x,3,-2,x,4,2,x,x
CNC(=O)C1=NCCCc2cc(OC)c(OC)cc21,-6,-2,-9,-2,2,2,9,6,-6
CC1CCCC(NC(=O)C2CCN(S(=O)(=O)c3cccc4nonc34)CC2)C1C (stereo not drawn),-20,0,-5,-6,-1,-3,4,-3,2
O=C(N/N=C/c1cc(Br)c(O)c(Br)c1)c1cccnc1,-21,1,-1,16,-7,1,1,-6,-10
CN1C(=S)SC(/[N+]([O-])=C/c2cccnc2)C1(C)C (stereo not drawn),-6,1,-1,-8,11,2,12,-3,6
Cc1cc(C)c2ccc(N)nc2c1O,16,-6,-23,-25,5,-1,-2,16,4
O=c1c2c([N+](=O)[O-])cc([N+](=O)[O-])cc2sn1-c1ccc(Br)cc1,9,-3,7,121*,-4,3,23,-20,5
S=c1[nH]nc(Cn2c(-c3ccccn3)nc3ccccc32)n1-c1ccc2c(c1)OCCO2,-2,-3,1,42,-2,1,-7,-5,-15
CN1CCN(c2ccc(S(=O)(=O)N3CCCCC3)cc2[N+](=O)[O-])CC1,15,-1,3,2,-2,3,22,-1,8
COc1cc(C(=O)Nc2ccc(N(C)C)cc2)c([N+](=O)[O-])cc1OC,7,0,-6,5,2,4,8,-14,9
O=C(N/N=C/c1ccc2c(c1)OCO2)c1ccccn1,80*,-3,-10,-3,92*,1,-87,-9,70*
CC(C)Oc1ccc2ccccc2c1C=O,4,-1,3,9,-2,1,26,7,-2
Cc1cc2nc(-c3ccc(SCC(=O)Nc4ccc(S(=O)(=O)NC5CC5)cc4)nc3)[nH]c2cc1C,29,0,8,-10,63*,-8,-418,2,1
CC1(C)C(=O)N(c2ccccc2Cl)C(=O)c2ccccc21,3,0,-6,5,-1,1,14,-3,4
COc1ccc2oc(C(=O)N3CCN(C(c4ccccc4)c4ccccc4)CC3)c(C)c2c1,-12,-7,2,11,-17,-7,-21,-3,-9
Nc1ccccc1-c1nnn(CC(=O)N2CCCc3ccccc32)n1,-2,-2,8,-20,1,1,7,5,-6
O=C1CN(C(=O)COC(=O)c2cccc(OCc3ccccc3)c2)c2ccccc2N1,-2,0,-8,6,2,-6,1,1,-14
CC(NCCC1(C(C)C)CCOC(C)(C)C1)c1cccs1 (stereo not drawn),-1,-1,-7,-2,3,-1,1,-4,-6
COc1cccc2c1OCC(CN1CCN(CCC(C)C)C(CCO)C1)=C2 (stereo not drawn),-8,2,-3,-5,0,-2,6,-4,0
COc1ccc(/C=C/C(=O)OCC(=O)c2ccc(S(=O)(=O)N3CCCCC3)cc2)cc1OC,7,-2,-2,-4,3,2,-40,-9,4
COC(=O)c1cn[nH]c1N,-20,3,-7,11,-1,2,10,-5,5
COc1ccc(C(=O)Nc2ccc3c(c2)C(=O)NC3=O)cc1,-3,2,0,-4,-6,-83,-385,-17,-5
C=CCN(CC=C)S(=O)(=O)c1ccc(C(=O)Nc2sc3c(c2C(N)=O)CCCCC3)cc1,-9,0,-5,-1,-3,-34,-272,-9,-7
Cc1cc(NC(=O)CSCC(=O)Nc2nc3ccccc3s2)no1,-7,-1,5,5,1,-3,-13,12,1
O=C(NCCCN1CCCC1=O)c1ccc(S(=O)(=O)Nc2ccccc2)cc1,-8,3,4,-5,5,1,-1,-2,3
NC(=O)C1CCN(C(=O)Cc2ccsc2)CC1,-16,0,-9,-10,1,-3,-4,3,-6
COCCCNC(=O)CN(c1ccc(F)cc1)S(=O)(=O)c1ccc2c(c1)OCCO2,-2,6.0*,-1,0,2,1,2,-2,5
CCOC(=O)c1ccccc1NC(=O)CN(c1cccc(OC)c1)S(C)(=O)=O,-3,-2,1,1,-2,1,-2,11,-3
COc1ccc(OCC(=O)N2CCN(C(=O)c3ccccc3)CC2)cc1,1,-2,-3,2,-7,2,31,-10,-5
COc1ccc(Br)cc1S(=O)(=O)Nc1ncccc1C,-1,1,2,-24,1,1,-92,4,-4
COc1ccc(NC(=O)CN(C)C2=NS(=O)(=O)c3ccccc32)cc1Cl,5,-1,2,-21,4,3,14,-3,-5
O=C(NNS(=O)(=O)c1ccc(F)cc1)c1ccc([N+](=O)[O-])cc1,-6,-1,7,3,5,4,18,-5,-2
CC(C)(C)OC(=O)C[C@@H]1C/C=C\C[C@@H](CC(=O)NCCO)C(=O)NC[C@@H](c2ccccc2)OC1=O,-11,-3,-4,3,2,-1,5,6,5
O=C(Nc1ccc(F)c(F)c1)C1CCN(S(=O)(=O)c2cccs2)CC1,-4,-2,-2,12,-6,3,18,4,5
O=C1N/C(=N\N=C\c2cccs2)SC1Cc1cccc(Cl)c1 (stereo not drawn),-11,-2,4,-28,-3,1,16,-8,-1
CCCCN(C(=O)C(C)N1C(=O)c2ccccc2C1=O)c1c(N)n(CCCC)c(=O)[nH]c1=O (stereo not drawn),-3,6,-6,-4,6,1,5,-9,-9
O=C(COC(=O)CCNS(=O)(=O)c1cccc(C(F)(F)F)c1)NC(=O)NC1CCCCC1,3,-3,-8,8,-1,0,9,2,1
Cc1cc(S(=O)(=O)N2CCCC(C(=O)Nc3ccc(C(=O)O)cc3)C2)ccc1Cl (stereo not drawn),4,-3,-3,-21,-3,3,-3,3,0
COc1ccc(CNC(=O)Cc2cn(C)c3ccccc23)c(OC)c1,-9,0,-6,79*,-8,4,-5,3,-2
O=C(Nc1cccc(S(=O)(=O)N2CCCCC2)c1)c1c2c(nc3ccccc13)CCN(Cc1ccccc1)C2,9,-2,2,-4,9,-9,-222,-5,1
Cc1nc2cc(C(=O)N3CCc4ccccc43)ccc2n1-c1ccc(F)c(F)c1,-4,-5,-2,6,0,3,18,-11,1
O=[N+]([O-])c1cnn(-c2nc(-c3ccco3)cc(C(F)(F)F)n2)c1,-5,0,-7,9,0,1,11,15,0
CCOC(=O)N1CCN(c2c(N3CCN(c4ccccc4F)CC3)c(=O)c2=O)CC1,-16,-4,-1,-12,-6,3,12,16,0
C=CCn1c(SCCCC)nc(O)cc1=O,-5&4,-1&-1,-6&-4,6&11,-3&-2,2&1,13&23,-10&3,1&3
Nc1nnc(Sc2ccc(Cl)cc2[N+](=O)[O-])s1,14,0,-10,-12,6,2,-50,2,-4
O=C(NN=Cc1cccc2ccccc12)C1CC1,x,x,-1,39,x,1,3,x,x
COc1ccccc1C(=O)NCCNc1ccc([N+](=O)[O-])cc1Cl,-10,0,2,5,10,-3,20,-7,-9
CCOc1cc(NC(=S)NCCCN2CCOCC2)c(OCC)cc1NC(=O)c1ccco1,-12,11,4,3,-1,2,7,-9,5
C=C(C)C(=O)Nc1cccc(C2=NOC3(C2)C[C@H](C(N)=O)N(C(=O)/C=C/C)C3)c1 (stereo partly drawn),-9,1,7,9,-3,9,9,-104,1
CN(CCc1ccccn1)C(=O)CCC1CCCN(C(=O)c2ccsc2)C1 (stereo not drawn),-2,1,-10,-11,-2,-2,8,7,-1
Cc1ccsc1-c1cc(C(=O)O)c2c(ccc3ccccc32)n1,16,-3,-1,8,1,-26,-412,-6,-2
COc1ccc(S(=O)(=O)N2CCCCC2)cc1NC(=O)CSc1ncnc2ccccc12,-10,0,-1,22,-3,-5,14,1,-4
CCOc1ccccc1N(CC(=O)N/N=C(\C)c1cccc(Br)c1)S(C)(=O)=O,0,-3,9,6,-2,4,1,-3,5

# Ordered by molecular weight (smallest number first): some entries from above.
SMILES,SENP6 inh,beta cell repl,HKDC1 inh,PfGluPho inh,SENP7 block,SENP1 FRET inh,SENP8 block-1,UBC13 inh,SENP8 block-2
O=C(NN=Cc1cccc2ccccc12)C1CC1,x,x,-1,39,x,1,3,x,x
C=CCn1c(SCCCC)nc(O)cc1=O,-5&4,-1&-1,-6&-4,6&11,-3&-2,2&1,13&23,-10&3,1&3
Nc1nnc(Sc2ccc(Cl)cc2[N+](=O)[O-])s1,14,0,-10,-12,6,2,-50,2,-4
Cc1ccsc1-c1cc(C(=O)O)c2c(ccc3ccccc32)n1,16,-3,-1,8,1,-26,-412,-6,-2
COc1ccc(CNC(=O)Cc2cn(C)c3ccccc23)c(OC)c1,-9,0,-6,79*,-8,4,-5,3,-2
COc1ccccc1C(=O)NCCNc1ccc([N+](=O)[O-])cc1Cl,-10,0,2,5,10,-3,20,-7,-9
CN(CCc1ccccn1)C(=O)CCC1CCCN(C(=O)c2ccsc2)C1 (stereo not drawn),-2,1,-10,-11,-2,-2,8,7,-1
Cc1nc2cc(C(=O)N3CCc4ccccc43)ccc2n1-c1ccc(F)c(F)c1,-4,-5,-2,6,0,3,18,-11,1
C=C(C)C(=O)Nc1cccc(C2=NOC3(C2)C[C@H](C(N)=O)N(C(=O)/C=C/C)C3)c1 (stereo partly drawn),-9,1,7,9,-3,9,9,-104,1
CCOc1ccccc1N(CC(=O)N/N=C(\C)c1cccc(Br)c1)S(C)(=O)=O,0,-3,9,6,-2,4,1,-3,5
COc1ccc(S(=O)(=O)N2CCCCC2)cc1NC(=O)CSc1ncnc2ccccc12,-10,0,-1,22,-3,-5,14,1,-4
CCOc1cc(NC(=S)NCCCN2CCOCC2)c(OCC)cc1NC(=O)c1ccco1,-12,11,4,3,-1,2,7,-9,5
O=C(Nc1cccc(S(=O)(=O)N2CCCCC2)c1)c1c2c(nc3ccccc13)CCN(Cc1ccccc1)C2,9,-2,2,-4,9,-9,-222,-5,1

# From PubChem BioAssay
